human PMI inhibitors: MPI inhibition at elevated mannose 6-phosphate – biochemical, fluorescence intensity, high mannose 6-phosphate, primary screen (AID 1220); recombinant PMI enzyme, coupled fluorescence intensity; higher % means a stronger effect; one-dose inhibition, % at 20 µM; IC50 in µM for titrated hits; 190,000 tested, 0.66% active
Lipid droplet: hepatic lipid droplet formation modulation. AML12 mouse hepatocytes, oleate lipid droplets, BODIPY imaging. inhibition, % at 6.5 µM. 240,000 tested, 0.4% active;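 active = lipid droplet intensity inhibited by at least 50%, with more than 500 cells counted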
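Assay system: AML12 mouse liver cells | Compound dosing: One dose, 6.5 µM compound | Read-out basis: Droplet intensity reduction, % inhibition | Measured by: Fluorescence imaging, 20x objective, two fields per well | Schedule: Overnight treatment with compound plus oleate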
TNAP activators: stimulation of alkaline phosphatase TNAP activity – biochemical, luminescent, no phosphate acceptor, uHTS, primary screen (AID 1001); purified TNAP, luminescent activation assay, no phosphate acceptor; higher activation fold means a stronger effect; 200,000 tested, 0.03% active; one-dose activation fold at 20 µM; EC50 in µM for titrated hits; in the data active = activation fold from about 3, or a potency from the dose series; inactive = the rest, 99 in 100 with activation fold below about 1.6; note: many of its hits are not listed in these tables
XIAP displacement: XIAP antagonists, biochemical, IAP family, fluorescence polarization (AID 1018); one-dose displacement, % at 20 µM; IC50 in µM for titrated hits; XIAP BIR domain, fluorescence polarization peptide displacement; higher % means a stronger effect; 200,000 tested, 0.007% active; in the data active = displacement above about 50%; note: a part of the inactive calls stands beside numbers as strong as those of hits
human PMI inhibition: inhibitors of human PMI, primary screen, biochemical, fluorescence intensity, coupled assay (AID 1209); purified PMI enzyme, coupled fluorescence intensity; higher % means a stronger effect; one-dose inhibition, % at 20 µM; IC50 in µM for titrated hits; 190,000 tested, 0.42% active;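 note: plate controls were DMSO vehicle for no effect and wells lacking substrate for full effect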
K1F lysis inhibition: inhibition of K1F phage lysis, E. coli UTI89, bacterial capsule biogenesis inhibitors, alamar blue (AID 488966); inhibition, % at 100 µM, or IC50 in µM where a hit was titrated; E. coli UTI89 K1F phage lysis, alamar blue, 2 h; higher % means a stronger effect; 340,000 tested, 0.02% active;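 active = phage lysis inhibition, versus mean bacterial control, above a set limit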;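 note: capsule biogenesis inhibitors block K1F phage lysis so surviving cells raise fluorescence; higher fluorescence means more inhibition of phage lysis; actives were called in the ten point dose series up to 300 µM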
P. falciparum M1AAP: malaria alanyl aminopeptidase activity blockers – biochemical, fluorogenic H-Leu-NHMec substrate, 1536-well (AID 1445); recombinant M1AAP, H-Leu-NHMec fluorogenic kinetic assay; higher % means a stronger effect; one-dose inhibition, % at 30 µM; IC50 in µM for titrated hits; 220,000 tested, 0.42% active;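 active = primary inhibition above the hit cutoff, then over 50% inhibition at one or more dose response concentrations, cut at about 23% in these data, passing the limit was not always enough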;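 note: plate controls were DMSO full reaction for no effect and no enzyme background for full effect; strong numbers were not always called active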
M17LAP inhibition: P. falciparum M17LAP inhibitors, primary screen, biochemical, fluorogenic H-Leu-NHMec substrate, 1536-well (AID 1619) | recombinant M17LAP, H-Leu-NHMec fluorogenic kinetic assay; higher % means a stronger effect | one-dose inhibition, % at 30 µM; IC50 in µM for titrated hits | 220,000 tested, 0.38% active;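 active = compound inhibiting the enzyme by more than half at any dose during confirmatory dose-response retesting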;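 note: plate controls were full reaction with DMSO carrier for no effect and no enzyme background for full effect; strong numbers were not always called active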
Siah-1 displacement: blockers of Siah-1 interaction with plectin peptide – biochemical, fluorescence polarization, rhodamine-plectin, uHTS, primary screen (AID 1817) | displacement, % at 20 µM; hits with a dose series show IC50 in µM | 290,000 tested, 0.02% active | Siah-1 / rhodamine-plectin peptide fluorescence polarization; higher % means a stronger effect;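 active = displacement of at least 50% at 20 µM, with a fluorescence ratio check between 0.3 and a set limit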;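 note: plate controls were Siah plus tracer with DMSO for no effect and tracer alone without Siah for full effect; strong numbers were not always called active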
Lipid droplet cells 6.5 µM: further read-out of Lipid droplet, marked with its call; cell count; measured here: cell count, cytotoxicity flag;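 cells counted across two imaged fields per well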
Active calls of the source: *; . = not tested or not shown; [ ] = dose if it differs, or a comment. Cut-off read from the data, not from the text of the source, unless noted: active = inhibition above about 50%; inactive = the rest. Outcome played no part in choosing rows; 1.9% or so of the library scored in one or more.

SMILES	human PMI inhibitors	Lipid droplet	Lipid droplet cells 6.5 µM	TNAP activators	XIAP displacement	human PMI inhibition	K1F lysis inhibition	P. falciparum M1AAP	M17LAP inhibition	Siah-1 displacement
COC(=O)CN(n1cnnc1)S(=O)(=O)c1ccccc1Cl	3%	5	747	1	-12%	12%	1.1%	0%	-8%	0%
O=C(OC[C@@H]1CCCN2CCCC[C@H]12)c1cc2ccccc2oc1=O	-12%	-9	683	1.1	-3.2%	-12%	1.0%[50 µM]	-3%	2%	19%
Cc1cc(=O)[nH]c(N/N=C/C=C/c2ccccc2)n1	-7%	-1	661	1.3	-1.7%	-8%	0.1%	5%	13%	-3%
CC[N+](C)(C)Cc1ccccc1Br	-10%	-7	704	1.1	-1.7%	-7%	-2.7%	8%	-3%	4%
CCOC(=O)C1CCCN(S(=O)(=O)c2ccccc2)C1 (stereo not given)	-5%	.	.	1.1	-2.6%	-4%	1.5%	-9%	-8%	0%
C[C@]12C[C@H](O)[C@@H]3c4ccc(O)cc4CCC3[C@@H]1CCC2=O (stereo not given in full)	.	1	737	.	.	.	0.2%	-4%	-6%	-3%
CCOC(=O)c1c(C)[nH]c(C=Nc2ccc(OC)cc2)c1O	41%	10	749	1	1.3%	4%	0.6%	9%	40%	3%
CCOC(=O)c1cc(NC(=O)N(C(C)C)C(C)C)c(C)nc1C	-5%	-3	673	1.1	-1.8%	0%	0.0%	-1%	9%	5%
COc1ccc(NCc2nnc(SCC(=O)Nc3ccccc3)n2C)cc1	12%	-6	679	1	2.2%	-1%	0.6%	7%	11%	3%
COc1ccc(/C=C2\NC(=O)C(C=NCc3ccccc3)=C2O)cc1	7%	3	674	1.1	-5.1%	-4%	2.1%	3%	0%	5%
O=C(O)CCCNCc1ccccc1F	0%	.	.	1.1	-7.2%	-1%	-0.7%	-1%	2%	4%
CCc1nnc(NC(=O)C(CC)c2ccccc2)s1 (stereo not given)	14%	.	.	1.1	-3.8%	6%	0.8%[50 µM]	1%	-3%	11%
COc1nc(N=C(N)N)nc2ccc(C)cc12	17%	-4	690	1.1	5.2%	18%	.	21%	-61%	1%
CCCSc1nsc(NC(=O)CCC)n1	-2%	-2	757	1.1	-5.1%	-13%	-0.4%	-2%	7%	2%
Cc1ccc(S(=O)(=O)N2CCC(C(=O)OCc3ccc([N+](=O)[O-])cc3)CC2)cc1	-11%	-7	703	0.9	-7.2%	-6%	3.0%	-1%	1%	-1%
Cc1noc(C)c1S(=O)(=O)N1CCC(C(=O)N(C)Cc2ccccc2)CC1	-6%	-7	722	1.1	-5.0%	-2%	2.5%	5%	6%	-3%
COc1ccc(C(C)=O)cc1CSc1nnc2c(Cl)cc(Cl)cn12	-4%	-15	699	1.1	-9.1%	0%	1.4%	4%	-7%	-1%
COCCNC(=S)Nc1ccc(S(=O)(=O)Nc2cnc3ccccc3n2)cc1	14%	-21	694	1.1	-5.1%	2%	-0.4%	12%	39%	-3%
O=C(NCc1ccccn1)c1ccco1	-18%	2	751	1.1	1.0%	-17%	0.1%	8%	-8%	2%
COc1ccc(/C=C/C(=O)OCCNC(=O)c2ccncc2)cc1OC	-20%	28	699	1	-0.2%	-21%	0.1%	18%	22%	6%
CSc1oc(-c2ccco2)nc1S(=O)(=O)c1ccc(Br)cc1	-31%	-27	717	1.1	-2.7%	-10%	3.4%	8%	-7%	8%
O=C(CCC1COc2ccccc2O1)N1CCCC1 (stereo not given)	-2%	5	763	1.1	-4.3%	1%	0.7%	0%	7%	0%
Cc1cc(Cl)n2nc(C)c(-c3ccc(Cl)cc3)c2n1	-12%	15	689	1.1	-1.3%	-17%	0.6%	6%	12%	16%
COc1cc(/C=N/NC(=O)C(=O)NCc2ccco2)cc(Cl)c1O	.	0	768	.	.	.	0.4%	18%	-3%	11%
Cc1ccc(COn2c(-c3ccc(Cl)cc3Cl)nc3ncccc32)cc1	8%	-24	784	1	-7.4%	10%	-1.4%	-1%	1%	0%
OC(c1ccc2c(c1)OCO2)c1nccc2ccccc12 (stereo not given)	17%	.	.	1	-1.8%	19%	1.1%	0%	1%	3%
CCSc1nc(-c2ccccc2)nc(C(Cl)Cl)n1	1%	-19	481	1.1	-2.9%	13%	2.7%	4%	-9%	-1%
Cc1nnc(N/N=C/c2ccc([N+](=O)[O-])cc2)n1N	69%*	18	667	1.1	-3.4%	24%	0.3%	4%	7%	-4%
O=C(c1ccc(F)cc1)N1CCN(c2ccc([N+](=O)[O-])cc2-n2cccc2)CC1	.	-1	744	.	.	.	.	9%	4%	-8%
N#CC1=C(N)Oc2c(oc(CO)cc2=O)C1c1cccs1 (stereo not given)	44%	.	.	1	-4.3%	2%	1.7%	12%	4%	0%
O=C(CCC(=O)OCC(=O)c1ccccc1)NC1CCCCC1	1%	1	739	1.1	-6.5%	7%	0.1%	16%	3%	2%
COc1ccccc1Nc1nc(N)nc(CSC(=S)N2CCC(C)CC2)n1	13%	22	625	1.1	-3.3%	20%	7.0%	-1%	7%	0%
O=[N+]([O-])c1ccc(Sc2cccc[n+]2[O-])c2nonc12	.	-200	381	.	.	.	0.4%	7%	4%	3%
Cc1cc(=O)[nH]c(SCC(=O)N2CCN(S(=O)(=O)c3ccccc3)C2)n1	-17%	4	710	1	-6.5%	-14%	0.1%	4%	1%	-4%
c1csc(C2Nc3ccccc3-c3nc4ccccc4n32)c1 (stereo not given)	11%	-37	601	1.2	-23%	10%	0.9%[50 µM]	5%	-67%	0%
CC(C)C1OC2c3cccc4cccc(c34)C2N1c1ccccc1 (stereo not given)	13%	-21	723	1.1	-3.9%	12%	0.5%	9%	4%	6%
Cc1cccc2cc(CN(Cc3ccco3)C(=O)c3cccs3)c(=O)[nH]c12	3%	0	753	1.1	-7.6%	10%	1.8%	4%	-2%	-6%
CN(C)c1ccc(/C=C(/C#N)C(=O)NCc2ccccc2)o1	14%	-12	646	0.9	-1.0%	14%	1.7%	10%	11%	5%
NC(=O)c1ccc(C(F)(F)F)n(Cc2ccc(Cl)cc2)c1=O	2%	.	.	1.1	4.4%	3%	3.0%	2%	-2%	-2%
Cc1ccc(S/C=C\C(=O)c2ccccc2)cc1	0%	2	795	1.1	-2.3%	1%	0.5%	0%	2%	5%

Compound profiles, as listed above. Order of values: human PMI inhibitors, Lipid droplet, Lipid droplet cells 6.5 µM, TNAP activators, XIAP displacement, human PMI inhibition, K1F lysis inhibition, P. falciparum M1AAP, M17LAP inhibition, Siah-1 displacement
Results for COc1cc(/C=N/NC(=O)C(=O)NCc2ccco2)cc(Cl)c1O : ., 0, 768, ., ., ., 0.4%, 18%, -3%, 11%
Results for OC(c1ccc2c(c1)OCO2)c1nccc2ccccc12 (stereo not given) : 17%, ., ., 1, -1.8%, 19%, 1.1%, 0%, 1%, 3%
Results for Cc1noc(C)c1S(=O)(=O)N1CCC(C(=O)N(C)Cc2ccccc2)CC1 : -6%, -7, 722, 1.1, -5.0%, -2%, 2.5%, 5%, 6%, -3%
Results for c1csc(C2Nc3ccccc3-c3nc4ccccc4n32)c1 (stereo not given) : 11%, -37, 601, 1.2, -23%, 10%, 0.9%[50 µM], 5%, -67%, 0%

The listing continues.
SMILES	human PMI inhibitors	Lipid droplet	Lipid droplet cells 6.5 µM	TNAP activators	XIAP displacement	human PMI inhibition	K1F lysis inhibition	P. falciparum M1AAP	M17LAP inhibition	Siah-1 displacement
O=C(COc1nc2ccccc2nc1N1CCOCC1)N1CCc2ccccc21	0%	.	.	1.1	-6.2%	-9%	-2.8%	-6%	5%	2%
COc1ccc(-c2nc(C(N)=O)c3[nH]c(=O)n(-c4ccccc4OC)c3n2)c(OC)c1	22%	.	.	1.1	-1.6%	4%	-0.7%	12%	8%	-3%
Cc1ccc2c(c1)N(CCC(=O)NC(C)C)C(=O)CO2	-4%	-4	727	1	-3.6%	-4%	-0.9%	-1%	9%	-1%
CCOc1ccccc1NC(=O)c1ccc2nccnc2c1	14%	.	.	1.1	-4.6%	9%	1.3%	9%	0%	-2%
N#Cc1ncn(-c2ccc(Oc3ccccc3)cc2)c1N	7%	0	656	1	-4.1%	7%	0.6%	6%	0%	5%
COC(=O)Cn1cnc2ccccc2c1=O	-8%	11	761	1.1	-3.2%	-1%	0.1%	0%	-1%	4%
O=C(NCc1ccco1)C12CN(Cc3ccccc3)CC1C(c1ccc([N+](=O)[O-])cc1)=NO2 (stereo not given)	-1%	.	.	1	-2.9%	8%	1.4%	5%	23%	-3%
CCOC(=O)c1ccccc1NC(=O)c1ccccc1NS(C)(=O)=O	-2%	12	767	1.1	-7.4%	4%	0.3%	11%	9%	-1%
CC(OC(=O)c1ccc(NS(=O)(=O)c2ccc3[nH]c(=O)[nH]c3c2)cc1)C(=O)Nc1ccc(Cl)cc1 (stereo not given)	2%	-48	639	1.1	-3.1%	5%	0.1%	8%	6%	2%
CCOc1ccc(N2CC(C(=O)Nc3ccc(F)cc3F)CC2=O)cc1 (stereo not given)	-6%	.	.	1	-6.7%	-8%	-0.2%	0%	-1%	-5%
COc1cc(OC)c(OC)cc1/C=N/Nc1ncnc2c1[nH]c1ccccc12	3%	30	658	1	-3.2%	13%	1.6%	4%	3%	2%
Cc1cc(C(=O)NCCCOC(C)C)c2ccccc2n1	-12%	.	.	1	-3.6%	-13%	-2.2%	5%	-3%	0%
Cc1nc(N2CCOCC2)sc1C(=O)NN	39%	6	690	1.2	-9.2%	17%	0.5%	1%	7%	-7%
Cc1ccc(N2CC(C)Cn3c2nc2c3c(=O)n(CC(=O)OCc3ccccc3)c(=O)n2C)cc1C (stereo not given)	25%	-15	663	1.1	-3.0%	25%	2.5%	12%	7%	6%
COc1ccc(NC(=O)CCN2CCCCCC2)cc1	0%	0	744	1	-5.1%	0%	-2.2%	1%	6%	-6%
COc1ccc(Cn2nnnc2C(c2ccccc2Cl)N2CCC(C(N)=O)CC2)cc1 (stereo not given)	18%	.	.	1	-4.9%	12%	-0.6%	-3%	-9%	-3%
CCCOc1ccc(-c2nnn(CC(=O)Nc3cccc(C(=O)OC)c3)n2)cc1	5%	.	.	1.2	-3.5%	6%	0.1%	5%	16%	0%
CCc1cc2c(=O)n(-c3ccc(Br)cc3)cnc2s1	-10%	-3	727	1	-5.0%	-10%	5.0%	-1%	0%	-1%
Cc1cccc(/C=C(\C(=O)C(=O)O)c2ccc3ccccc3n2)c1	4%	7	688	1.1	-3.8%	3%	0.1%	1%	-3%	3%
c1ccc(N2CCOCCOCCOCCOCC2)cc1	.	-23	703	.	.	.	-1.0%	-4%	-8%	15%
CCCn1c(=O)c2ccccc2n2c(SCc3nc4ccccc4s3)nnc12	-12%	.	.	1.1	-4.3%	-18%	-0.1%	16%	0%	2%
O=C(NC(=O)c1ccccc1Cl)Nc1ccc(-c2cnco2)cc1	.	9	678	.	.	.	-0.2%	2%	0%	11%
CNC(=O)c1ccsc1NC(=O)CN1C(=O)CCC1=O	.	7	660	.	.	.	0.1%	6%	-3%	1%

Compound activity as filed in PubChem.
